# Source: PubChem (several laboratories)
# HDAC3 inh: HDAC3 deacetylase inhibitors, primary screen, biochemical, fluorescence, cell-free homogeneous. Histone deacetylase 3 (Homo sapiens), O15379. recombinant HDAC3, fluorogenic peptide/trypsin coupled. inhibition, % at 8.3 µM. 320,000 compounds, 0.15% hits. AID 2718, 2010; in the data active = inhibition above about 26%, passing the limit was not always enough; inconclusive = no clear call, values can overlap the other calls
# Target sequence (O15379 whole entry, looked up): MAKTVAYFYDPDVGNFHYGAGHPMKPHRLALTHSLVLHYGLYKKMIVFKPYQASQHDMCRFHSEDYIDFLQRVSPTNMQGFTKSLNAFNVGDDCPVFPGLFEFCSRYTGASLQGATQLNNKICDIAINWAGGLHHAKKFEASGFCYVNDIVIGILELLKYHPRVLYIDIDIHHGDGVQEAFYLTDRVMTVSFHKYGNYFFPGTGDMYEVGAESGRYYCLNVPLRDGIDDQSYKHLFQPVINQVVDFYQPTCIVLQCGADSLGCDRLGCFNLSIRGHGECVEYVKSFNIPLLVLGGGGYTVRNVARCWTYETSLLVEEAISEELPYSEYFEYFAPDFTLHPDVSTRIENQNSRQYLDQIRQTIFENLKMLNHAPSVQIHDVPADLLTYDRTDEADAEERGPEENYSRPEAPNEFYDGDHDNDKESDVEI
# TMEM16A inh: TMEM16A chloride channel inhibitors, primary screen, cell-based, HTS | Anoctamin-1 (Mus musculus), Q8BHY3 | HEK293 TMEM16A/YFP iodide influx fluorescence, ionomycin | normalized B-score (activity score, 25-100; higher = stronger inhibition) at 10 µM | 310,000 compounds, 1.2% hits;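 active = ratio plate-corrected score three or more library SD toward inhibition, starting fluorescence score within five deviations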;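 also: score derived from kinetic fluorescence span divided by baseline fluorescence per well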
# Dyrk1A ADPGlo: rat Dyrk1A kinase inhibitors, primary screen, biochemical, single point, plate reader; Dual specificity tyrosine-phosphorylation-regulated kinase 1A (Rattus norvegicus), Q63470; ADP-Glo luminescence, NFATc1 peptide; inhibition, % at 12.5 µM; 310,000 compounds, 0.43% hits; AID 504441, 2011; in the data active = inhibition above about 50%;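 also: plate controls were vehicle with enzyme for no effect and no enzyme for full effect; many of its hits are not listed in these tables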
# KCNK9 inh: KCNK9 potassium channel inhibitors, primary screen, HEK293 cells, thallium flux; Potassium channel subfamily K member 9 (Homo sapiens), Q9NPC2; FluxOR thallium flux fluorescence; active compounds read low; B-score at 10 µM; 310,000 compounds, 1.2% hits;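 active = ratio B-score over 3 SD below the library mean, with starting fluorescence within 5 SD of its mean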;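 also: negative B-score means less thallium flux so channel inhibition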
# KCNK3 block: human KCNK3 channel inhibitors, primary screen, CHO cells, FluxOR thallium flux, B-score. 340,000 compounds, 0.84% hits. AID 602410, 2012. FluxOR fluorescence; active compounds read low. B-score at 10 µM. Potassium channel subfamily K member 3 (Homo sapiens), O14649;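 active = B-score under library mean minus 4 SD, starting fluorescence ratio at most library mean plus 5 SD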;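 also: more negative B-score means stronger inhibition of thallium flux through KCNK3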
# TRPC4 agonist: activators of mouse TRPC4 channel, primary screen, Fluo4 calcium, HEK293 TRPC4beta/mu-opioid cells; B-score at 10 µM; AID 2237, 2010; Fluo4 calcium fluorescence; active compounds read high; 310,000 compounds, 0.49% hits; Short transient receptor potential channel 4 (Mus musculus), Q9QUQ5;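 active = B-score above 5 SD of library B-scores, and initial fluorescence ratio not above library mean plus 5 SD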;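 also: positive B-score marks a calcium rise read as TRPC4 activation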
#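 Material: TRPC4beta and mu-opioid receptor HEK293 stable cells | Incubation: 45 min room-temperature Fluo4 loading, 110 s read | Detection: Kinetic Fluo4 calcium fluorescence | Measure: Integrated baseline-normalised fluorescence ratio, converted to per-well B score | Benchmarks: Low control buffer alone, high control maximal DAMGO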
# KCNQ1 block: inhibitors of human KCNQ1 channel, primary screen, cell-based, thallium flux, high-throughput; CHO-K1 KCNQ1, FluxOR thallium flux fluorescence; active compounds read high; B-score at 10 µM; 310,000 compounds, 1.3% hits;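 active = compounds whose thallium flux B-score, printed positive for inhibition, exceeds three library SD while starting fluorescence stays within three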;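 also: channel opened by potassium depolarization with thallium stimulus after 20 min compound exposure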
# Target sequence (P51787 whole entry, looked up): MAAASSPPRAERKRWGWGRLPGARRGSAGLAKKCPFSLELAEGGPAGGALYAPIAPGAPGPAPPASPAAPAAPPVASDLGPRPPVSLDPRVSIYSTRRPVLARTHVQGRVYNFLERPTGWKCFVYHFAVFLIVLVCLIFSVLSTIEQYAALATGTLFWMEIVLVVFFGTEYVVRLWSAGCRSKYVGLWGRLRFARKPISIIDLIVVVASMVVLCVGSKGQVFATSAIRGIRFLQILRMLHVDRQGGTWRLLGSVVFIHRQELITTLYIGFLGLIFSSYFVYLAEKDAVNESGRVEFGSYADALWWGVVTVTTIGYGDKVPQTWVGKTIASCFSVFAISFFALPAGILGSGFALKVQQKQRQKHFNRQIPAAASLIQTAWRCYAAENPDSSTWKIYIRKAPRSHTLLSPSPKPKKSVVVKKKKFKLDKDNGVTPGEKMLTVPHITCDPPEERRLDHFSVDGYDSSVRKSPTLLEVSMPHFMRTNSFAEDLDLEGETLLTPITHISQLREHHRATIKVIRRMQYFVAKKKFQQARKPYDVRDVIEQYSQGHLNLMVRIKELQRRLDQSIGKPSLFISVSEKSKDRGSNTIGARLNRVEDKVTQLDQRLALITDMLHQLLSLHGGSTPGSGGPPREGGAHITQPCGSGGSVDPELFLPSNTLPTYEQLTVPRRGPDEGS
# KCNQ1 pot: potentiators or activators of KCNQ1 channel, primary screen, cell-based, thallium flux, high-throughput | Potassium voltage-gated channel subfamily KQT member 1 (Homo sapiens), P51787 | CHO-K1 KCNQ1, thallium flux FluxOR fluorescence; active compounds read high | B-score at 10 µM | 310,000 compounds, 0.35% hits | AID 2648, 2010;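 active = fluorescence ratio B-score, a plate-corrected score, at least three library SD, with initial intensity B-score within 5 SD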
#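 assay system = CHO-K1 cells stably expressing KCNQ1 | medium = assay buffer, equal DMSO in all wells | timing = 37 °C overnight plating, 90-min dark dye load, 20-min compound pretreatment | measured by = kinetic FluxOR thallium fluorescence, 10-s 1-Hz baseline, 110-s post-stimulus read | measure = fluorescence change relative to baseline, converted to B score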
# hERG rescue: hERG rescue from dofetilide block, primary screen, cell-based, CHO-hERG, FluxOR thallium flux, dofetilide IC70; Voltage-gated inwardly rectifying potassium channel KCNH2 (Homo sapiens), Q12809; dofetilide IC70 present; activation (rescue from dofetilide block), less the hit threshold, % at 10 µM; 310,000 compounds, 0.51% hits;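 active = activation above the mean of controls blocked by dofetilide plus 5 SD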;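 also: thallium influx through hERG after potassium depolarization seen as dye fluorescence rise; in these data hits start at about 4.7%; inactives centre near -7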
# TMEM16A act: TMEM16A chloride channel activators or potentiators, primary screen, cell-based, HTS. AID 623877, 2012. B-score at 10 µM. HEK293 TMEM16A/YFP-H148Q/I152L, iodide quench fluorescence; active compounds read low. 340,000 compounds, 0.3% hits;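 active = fluorescence-ratio B-score plate-corrected deviation score at least 3 library SD below zero, with starting fluorescence score within 5 deviations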;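 also: channel opened by trigger with iodide after compound preincubation; score built on the fluorescence ratio of max minus min over baseline; more negative score means more quench and so TMEM16A activation or potentiation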
# TRPC4 potent: positive allosteric modulators of TRPC4, primary screen, cell-based, mouse TRPC4beta, HEK293 mu-opioid, Fluo-4 calcium; B-score at 10 µM; DAMGO EC20, Fluo-4 Ca2+ flux; active compounds read high; Short transient receptor potential channel 4 (Mus musculus), Q9QUQ5; 310,000 compounds, 0.42% hits; AID 2227, 2009;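 active = B-score of calcium response area above 5 SD of library B-scores, with initial fluorescence ratio within 5 SD of library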;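 also: B-score of integrated fluorescence ratio over time as area under calcium response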
# Numbers without * were called inactive; i = inactive; ? = inconclusive; . = not tested or not shown.
# Below each SMILES – KCNK9 inh, KCNQ1 pot, Dyrk1A ADPGlo, TMEM16A act, HDAC3 inh, KCNQ1 block, KCNK3 block, TMEM16A inh, hERG rescue, TRPC4 potent, TRPC4 agonist
> CCOC(=O)Cc1csc(SCC(=O)N2CCN(c3ccc(OC)cc3)CC2)n1
 : i, i, 3, i, 0, i, i, i, -12, i, i
> COc1ccc(Cl)cc1C(Nc1cccnc1)c1ccc2cccnc2c1O (stereo not given)
 : i, i, 0, i, 4, i, i, i, -8, i, i
> C/C(=N\NC(=O)Cn1nc(C)c([N+](=O)[O-])c1C)c1ccco1
 : i, i, 0, i, 2, i, i, i, -12, i, i
> O=C1CC(c2cccc([N+](=O)[O-])c2)c2c(ccc3ccccc23)N1 (stereo not given)
 : i, i, -5, i, -4, i, i, i, -2, i, i
> Cc1nc2ccc(NC(=O)CS(=O)(=O)c3ccccc3)cc2s1
 : i, i, 9, i, 6, i, i, i, -18, i, i
> Cc1cc(C)n2nc(-c3ccc(F)cc3)nc2n1
 : i, i, -9, i, 0, i, i, i, 0, i, i
> CCN(CC(=O)NCc1ccc(Cl)cc1)C(=O)c1cccc(S(=O)(=O)Nc2ccc(OC)cc2)c1
 : i, i, 12, i, 0, i, i, i, -7, i, i
> Cc1cccc(N2CC(C(=O)Nc3nnc(SCCN4CCOCC4)s3)CC2=O)c1 (stereo not given)
 : i, i, 5, i, ., i, i, i, -6, i, i
> Cc1ccc(OCc2nc(-c3ccc(Cl)cc3)n[nH]2)cc1
 : i, i, 0, i, 1, i, i, i, -11, i, i
> CC(=O)Nc1ccc(NC(=O)C(C)Sc2n[nH]c(=O)n2Cc2ccccc2)cc1 (stereo not given)
 : i, i, 1, i, -1, i, i, i, -5, i, i
> O=C(Nc1ccc(Nc2ccncc2)cc1)c1ccc(Nc2ccnc3ccc([N+](=O)[O-])cc23)cc1[N+](=O)[O-]
 : i, i, 2, i, 3, i, i, 25*, 13*, i, i
> CCOC(=O)/C(C#N)=C/Nc1ccccc1OC
 : i, i, -1, i, 5, i, i, i, -4, i, i
> CCOC(=O)c1csc(N)n1
 : i, i, 0, i, -4, i, i, i, -5, i, i
> Cc1ccc(C)c(N(C(=O)c2csnn2)C(C(=O)NC2CCCCC2)c2ccccn2)c1 (stereo not given)
 : i, i, -11, i, 6, i, i, i, -7, i, i
> COc1ccc(-c2csc(NC(=O)C3=NN(c4ccccc4)C(=O)CC3)n2)cc1
 : i, 105*, 5, i, 1, i, i, i, -11, i, i
> Cc1cc(NC(=O)COC(=O)C2CC(=O)N(c3ccc(Cl)cc3)C2)no1 (stereo not given)
 : i, i, -1, i, -1, i, i, i, -8, i, i
> COC(=O)C(NC(C)=O)(Nc1ccc(Br)cn1)C(F)(F)F (stereo not given)
 : i, i, -3, i, -9, i, i, i, -8, i, i
> Nc1nc(NC(=O)c2cccc(S(=O)(=O)N3CCCCCC3)c2)nc(-c2ccccc2)n1
 : i, i, 8, i, -2, i, i, i, -7, i, i
> COc1ccc(CNC(=O)C(=O)c2cn(CC(=O)N3CCOCC3)c3ccccc23)cc1
 : i, i, -6, i, 6, i, i, i, -6, i, i
> COc1ccccc1NS(=O)(=O)c1cccc(C(=O)N2CCN(Cc3ccc4c(c3)OCO4)CC2)c1
 : i, i, 4, i, 0, i, i, i, -5, i, i
> COc1ccccc1OCCC(=O)N1CCN(c2ccccc2OC)CC1
 : i, i, -12, i, 10, i, i, i, -12, i, i
> COc1ccc(CCNC(=O)C(=O)N2CCCC2)cc1OC
 : i, i, -6, i, -5, i, i, i, -4, i, i
> Cc1csc2ncnc(NNC(=O)c3ccc(Cl)cc3)c12
 : i, i, -4, i, -2, i, i, i, -12, i, i
> COc1ccc(C(=O)NC2c3ccccc3-c3ccccc32)cc1
 : i, i, 4, i, -7, i, i, i, -3, i, i
> C/C(=N/NC(N)=S)c1ccc(Br)s1
 : i, i, 1, i, -1, i, i, i, -8, i, i
> Cc1ccc(C(=O)COC(=O)c2cccc(NC(=O)c3ccc([N+](=O)[O-])cc3[N+](=O)[O-])c2)cc1
 : i, i, -1, i, 11, i, i, i, -11, i, i
> Cc1cccc(-n2ccnc2SCC(=O)Nc2cc(C)on2)c1
 : i, i, 13, i, 4, i, i, i, 2, i, i
> O=c1c(O[C@@H]2O[C@H](CO)[C@@H](O)[C@H](O)[C@H]2O)c(-c2ccc(O)c(O)c2)oc2cc(O)cc(O)c12
 : i, i, ., ., ., i, ., ., -8, i, i
> COc1ccccc1/C=C/C(=O)c1cc(Br)ccc1OC(=O)c1ccco1
 : i, i, 7, i, 1, i, i, i, 5.0*, i, i
> O=C(NCCO)c1ccc2c3n(nc2c1)-c1ccccc1CO3
 : i, i, 1, i, -9, i, i, i, -12, i, i
> COc1ccc(NC(=O)COC(=O)CC23CC4CC(CC(C4)C2)C3)c([N+](=O)[O-])c1
 : i, i, -3, i, 4, i, i, i, -3, i, i
> N#CC1=C(N)NC(SCC(=O)Nc2ccccc2)=C(C#N)C12CCCCC2
 : i, i, -6, i, 18, i, -9.5*, i, -7, i, i
> O=C(CSc1n[nH]c(=O)[nH]c1=O)N/N=C/C=C/c1ccccc1
 : i, i, -1, i, 11, i, i, i, -8, i, i
> Cc1c(NC(=O)C(C)OC(=O)c2cccc(S(=O)(=O)N(C)C)c2)c(=O)n(-c2ccccc2)n1C (stereo not given)
 : i, i, -10, i, -2, i, i, i, -7, i, i
> O=c1[nH]c(SCc2ccccc2)nc2c1cnn2-c1ccc(F)cc1
 : i, i, 2, i, -1, i, i, i, -9, i, i
> Cc1ccc(C(=O)N2CCN(c3cccc(Cl)c3)CC2)cc1C
 : i, i, -11, i, 5, i, i, i, -7, i, i
> COc1ccc(NC(=O)Cn2nnc(C(=O)Nc3ccccc3C)c2N)cc1
 : i, i, -1, i, -2, i, i, i, -1, i, i
> CCc1cccc(N(CC(=O)NC2CCCCC2)C(=O)c2csnn2)c1
 : i, i, 1, i, -2, i, i, i, -4, i, i
> CCN1CNC(=S)N(C(C)c2ccccc2)C1 (stereo not given)
 : i, i, 15, i, -1, i, i, i, -7, i, i
> O=C(Cn1c(CO)nc2ccccc21)NCCc1ccccc1
 : i, i, -6, i, -2, i, i, i, 7.3*, i, i
> COc1ccc(-c2nc3c(c4nnc(SC(C)C(=O)Nc5ccc(C)cc5)n24)COC(C)(C)C3)cc1 (stereo not given)
 : i, i, -5, i, -6, i, i, i, -7, i, i
> CCOC(=O)C1CCN(C(=O)c2cccc(S(=O)(=O)N(C)C3CCCCC3)c2)CC1
 : i, i, -6, i, ., i, i, i, -10, i, i
> CCCOc1c(OC)cccc1C1CC(=O)Nc2cc3c(cc21)OCO3 (stereo not given)
 : i, i, -2, i, 4, i, i, i, -7, i, i
> COc1ccc(N=C2SC(CC(=O)Nc3ccccc3F)C(=O)N2Cc2ccco2)cc1 (stereo not given)
 : i, i, 1, i, 8, i, i, i, -8, i, i
> COC(=O)CS(=O)(=O)c1ccsc1C(=O)Nc1ccc(F)c(F)c1
 : i, i, 4, i, 4, i, i, i, -5, i, i
> O=C1C2=C(SCCS2)C(=O)N1CCCO
 : i, i, 3, i, ?, i, i, i, -13, i, i
> COc1cccc(OC)c1OCCCCCCN1CCN(C)CC1
 : i, i, -3, i, -7, i, i, i, -4, i, i
> Cc1cc(OCC(=O)N2CCC(C(=O)O)CC2)c2c(C)c(C)c(=O)oc2c1
 : i, i, 1, i, -35, i, i, i, -3, i, i
> CC1CCN(CCCNC(=O)c2cc3c(Cl)nc4ccccc4c3s2)CC1
 : i, i, 8, i, -2, i, i, i, -14, i, i
> Cc1[nH]n(-c2ccccc2)c(=O)c1N=Nc1nccs1
 : i, 78*, 0, i, 0, i, i, i, 114*, i, i
> O=C(O)C1Nc2ccc(C(F)(F)F)cc2C2OCCC12 (stereo not given)
 : i, i, 8, i, -14, i, i, i, -13, i, i
> COc1ccc(NC(=O)CNS(=O)(=O)c2cccs2)cc1
 : i, i, 4, i, 5, i, i, i, -11, i, i
> CNC(=O)CSc1nnc(-c2ccco2)n1-c1ccccc1
 : i, i, 12, i, -1, i, i, i, -1, i, i
> C[C@@H]1C(=O)O[C@H]2[C@H](O)[C@@]34[C@H]5C[C@@H](C(C)(C)C)[C@]36[C@@H](OC(=O)[C@@H]6O)O[C@@]4(C(=O)O5)[C@@]12O
 : i, i, -5, i, 8, i, i, i, 0, i, i
> O=C(NC1CCN(S(=O)(=O)c2ccc(F)cc2)CC1)c1cccc(F)c1
 : i, i, -5, i, 0, i, i, i, -2, i, i
> CC(Oc1ccc(Br)cc1)C(=O)NCC(c1ccco1)N1CCCCC1 (stereo not given)
 : i, i, ., i, 1, i, i, i, -16, i, i
> CC(C)CC(C(=O)NC(=O)NCc1ccccc1)N1C(=O)c2ccccc2C1=O (stereo not given)
 : i, i, 2, i, 6, i, i, i, -6, i, i
> CCCCC(=O)Nc1c(O)c2ccccc2[nH]c1=O
 : i, i, -4, i, -1, i, i, i, -8, i, i
> O=C(CNS(=O)(=O)c1ccccc1)N1CCN(Cc2ccccc2)CC1
 : i, i, ., i, -5, i, i, i, -7, i, i
> COC(=O)CC/C(O)=C1/C(=N)CC(C)(C)CC1=O
 : i, i, -7, i, 5, i, i, i, -2, i, i
> COc1cc(C(=O)Nc2ccc3c(c2)CCCN3C(=O)c2ccco2)c([N+](=O)[O-])cc1OC
 : i, i, 2, i, 10, i, i, i, -11, i, i

# A portion of the library; rates above refer to the full screens.
